Source: PubChem (several laboratories)
NR2E3 ag-1: NR2E3 (human) agonism; GST-NR2E3/biotin-RetCOR TR-FRET, 1536-well; 320,000 tested, 0.12% active; Q9Y5X4; AID 2300; inhibition of corepressor binding, % at 4.78 µM;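 active means percent inhibition above the cutoff of mean plus 3 SD of all tested compounds, set per screening campaign, cut at about 20% in these data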;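 further: 0% = DMSO wells and 100% = biotin wells as full block of FRET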
Target sequence (Q9Y5X4 whole entry, looked up): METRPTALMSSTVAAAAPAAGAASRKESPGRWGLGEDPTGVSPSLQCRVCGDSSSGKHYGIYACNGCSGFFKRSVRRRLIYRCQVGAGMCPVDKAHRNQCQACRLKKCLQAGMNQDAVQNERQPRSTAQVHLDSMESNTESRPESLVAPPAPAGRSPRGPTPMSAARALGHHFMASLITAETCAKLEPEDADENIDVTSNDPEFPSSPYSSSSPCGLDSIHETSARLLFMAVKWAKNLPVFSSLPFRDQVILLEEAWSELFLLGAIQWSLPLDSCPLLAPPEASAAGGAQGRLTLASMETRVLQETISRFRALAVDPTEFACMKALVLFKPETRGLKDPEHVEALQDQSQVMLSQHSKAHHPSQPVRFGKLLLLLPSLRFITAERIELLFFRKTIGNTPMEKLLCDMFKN
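system = GST-tagged NR2E3 plus biotinylated RetCOR corepressor | input = 1.35 nM GST-NR2E3 | also added = 7 nM biotin-RetCOR | schedule = 5 h incubation at 4 °C | measured by = TR-FRET with europium anti-GST and streptavidin-D2, 340 nm excitation | read-out = percent loss of FRET ratio relative to control wells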
hiPSC survival: hiPSC single-cell survival enhancement; ATPlite luminescence; 100% = ROCK inhibitor wells, 0% = DMSO; survival enhancement, % at 20 µM; 360,000 tested, 0.044% active; in the data active means survival enhancement above about 18%;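 further: cells exposed to compounds for 16 hours before the ATP read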
NR2E3 ag-2: human photoreceptor-specific nuclear receptor agonism. AID 602229. CHO-S Gal4-NCOR/VP16-NR2E3 two-hybrid, luciferase. 360,000 tested, 0.35% active. Q9Y5X4. inhibition of corepressor binding, % at 3.98 µM;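 active means inhibition above the mean of all tested compounds plus 3 SD, cut at about 70% in these data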;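 further: 0% = DMSO with NR2E3 transfected cells and 100% = cells lacking NR2E3 construct; higher means lower luciferase signal from less NR2E3 corepressor binding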
HIF-2a inh: blocks HIF-2a reporter activity; 786-0 RCC cells HIF-2a reporter, luciferase luminescence, overnight; inhibition, % at 18.8 µM; 360,000 tested, 0.72% active;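 active means inhibition of the luminescence signal of 40% or more relative to plate controls, in a single-dose primary screen at 18.75 µM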
Peg3 promoter: reduces Peg3 promoter-driven luciferase expression in HeLa. HeLa PEG-Prom luciferase reporter, luminescence, overnight. inhibition, % at 20 µM. 360,000 tested, 1.7% active. AID 588405;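 active means inhibition of at least 50% at 20 µM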
H9c2 protect: protects H9c2 cardiomyocytes from peroxide injury; H2O2 injury protection, ATPLite, 2 h; protection from H2O2 cell death, % at 20 µM; 360,000 tested, 0.63% active; AID 588492;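 active means compounds giving at least 50% protection of heart cells from peroxide-induced death in the single-dose screen, raw or plate-pattern-corrected value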;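 further: 0% = DMSO wells with peroxide and 100% = DMSO wells without peroxide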
Shn3 3UTR inh: inhibitors of Schnurri-3 3'UTR reporter in osteoblasts. Clone20 osteoblast Shn3 3'UTR firefly luciferase, 24 h. inhibition, % at 12.5 µM. 360,000 tested, 0.52% active. AID 588674;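 active means mean inhibition of at least 75% with every replicate also reaching 75%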;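 further: 0% = median of neutral control wells and 100% = pilot-screen positive control compound; some compounds past the cut are filed as inactive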
PDI turbidity: blocks human protein disulfide isomerase activity. 350,000 tested, 0.052% active. PDI insulin aggregation turbidity, A650, 90 min. P07237. inhibition, % at 10 µM;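 active means mean inhibition across replicates of 30% or more, whatever share of single replicates reach that level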;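 further: absorbance from insulin aggregation driven by PDI reduction with DTT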
Target sequence (P07237 whole entry, looked up): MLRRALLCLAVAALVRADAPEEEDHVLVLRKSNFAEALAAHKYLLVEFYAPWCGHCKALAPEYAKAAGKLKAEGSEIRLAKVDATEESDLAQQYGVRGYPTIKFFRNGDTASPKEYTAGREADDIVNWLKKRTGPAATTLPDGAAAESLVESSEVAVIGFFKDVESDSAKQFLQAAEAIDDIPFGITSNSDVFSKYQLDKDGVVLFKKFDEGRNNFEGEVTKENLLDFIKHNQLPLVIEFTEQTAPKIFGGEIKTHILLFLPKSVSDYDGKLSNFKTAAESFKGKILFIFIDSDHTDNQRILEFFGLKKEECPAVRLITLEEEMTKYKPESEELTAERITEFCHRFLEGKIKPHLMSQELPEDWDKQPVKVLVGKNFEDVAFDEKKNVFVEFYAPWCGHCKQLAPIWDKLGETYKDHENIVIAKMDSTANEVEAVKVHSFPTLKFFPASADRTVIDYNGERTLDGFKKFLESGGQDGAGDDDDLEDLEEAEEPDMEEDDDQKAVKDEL
TRPM1 prom inh: reduces MITF-dependent TRPM1 promoter luciferase signal. SK-MEL-5 TRPM1 promoter luciferase, 24 h. inhibition, % at 12.5 µM. 330,000 tested, 0.83% active;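 active means mean inhibition across replicates of 60% or more, whatever share of single replicates reaches that level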; further: values of inactives mirror those of a sister screen read the other way
CaV13 FRET inh: Primary screen for inhibitors of IQ motif and Ca2+-dependent inactivation inhibitor domain binding in CACNA1D, Förster resonance energy transfer in living cells, … | HEK cells, CFP/YFP FRET ICDI-IQ, plate reader, 10 min; percent FRET-ratio fall versus neutral wells | inhibition, % at 12.3 µM | 340,000 tested, 0.098% active | AID 743397;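 active means mean replicate inhibition of at least 30% and at least 1% of replicates passing that level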;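 further: 0% = median of the neutral control wells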
m5-HT2A agonist: mouse HTR2A agonism via beta-arrestin recruitment; P35363; CHO-K1 mHTR2A beta-arrestin complementation, luminescence; percent of 30 µM serotonin response; activation, % at 7.6 µM; 360,000 tested, 0.66% active; AID 624169;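 active means activation above a run cutoff, the mean activation of all tested compounds plus 3 SD, cut at about 14% in these data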;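 further: 0% = plate median of compound wells and 100% = 30 µM serotonin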
The depositor's hits bear a star. This is a random part of the collection (roughly 3.9% active in at least one column).

For COc1cc(/C=C2/SC(=S)N(CC3CCCO3)C2=O)ccc1O (stereo not given) the results were NR2E3 ag-1 2, hiPSC survival 2.3, NR2E3 ag-2 -11, HIF-2a inh -89, Peg3 promoter -114, H9c2 protect -5, Shn3 3UTR inh -22, PDI turbidity 1, TRPM1 prom inh -27, CaV13 FRET inh -7 and m5-HT2A agonist -7.
For CNc1nc(-c2c(C)[nH]c3ccc(OC)cc23)cs1 the results were NR2E3 ag-1 0, hiPSC survival -0.4, NR2E3 ag-2 -9, HIF-2a inh 21, Peg3 promoter 5, H9c2 protect 4, Shn3 3UTR inh -15, PDI turbidity -2, TRPM1 prom inh 3, CaV13 FRET inh -2 and m5-HT2A agonist -2.
Screening COCCCNC(=S)N1CCN(c2nc(-c3cccc(OC)c3)cs2)CC1 returned NR2E3 ag-1 4, hiPSC survival -0.3, NR2E3 ag-2 -11, HIF-2a inh -11, Peg3 promoter 7, H9c2 protect -3, Shn3 3UTR inh 14, PDI turbidity -1, TRPM1 prom inh -2, CaV13 FRET inh -5 and m5-HT2A agonist -4.
For COc1cccc(CNC(=O)CN(C)S(=O)(=O)c2cccc3cccnc23)c1 the results were NR2E3 ag-1 1, hiPSC survival 0.3, NR2E3 ag-2 11, HIF-2a inh 11, Peg3 promoter 5, H9c2 protect 3, Shn3 3UTR inh 3, PDI turbidity 0, TRPM1 prom inh 20, CaV13 FRET inh 14 and m5-HT2A agonist -1.
For COc1cc([N+](=O)[O-])cc2sc(NC(=O)C(C)(C)C)nc12 the results were NR2E3 ag-1 3, hiPSC survival 0.3, NR2E3 ag-2 -3, HIF-2a inh -6, Peg3 promoter 2, H9c2 protect 18, Shn3 3UTR inh -15, PDI turbidity -2, TRPM1 prom inh -2, CaV13 FRET inh -20 and m5-HT2A agonist 1.
Screening CCCCn1c(N)c(N(CC(C)C)C(=O)CN(C)S(=O)(=O)c2ccc(C)cc2)c(=O)[nH]c1=O returned NR2E3 ag-1 -1, hiPSC survival 0.2, NR2E3 ag-2 1, HIF-2a inh 8, Peg3 promoter 1, H9c2 protect -3, Shn3 3UTR inh 27, PDI turbidity 7, TRPM1 prom inh 3, CaV13 FRET inh -7 and m5-HT2A agonist 5.
Screening O=C(O)CCc1ccc(-c2ccccc2)n1NC(=O)c1ccco1 returned NR2E3 ag-1 3, hiPSC survival -0.2, NR2E3 ag-2 1, HIF-2a inh 21, Peg3 promoter -5, H9c2 protect -4, Shn3 3UTR inh -2, PDI turbidity -9, TRPM1 prom inh 1, CaV13 FRET inh -1 and m5-HT2A agonist 4.
For CCc1ccc2nc(NC(=O)CN3C(=O)NC4(CCCC4)C3=O)sc2c1 the results were hiPSC survival -1.2, NR2E3 ag-2 -58, HIF-2a inh -243, Peg3 promoter -212, H9c2 protect -14, Shn3 3UTR inh -26, PDI turbidity 5, TRPM1 prom inh -28, CaV13 FRET inh -5 and m5-HT2A agonist 6.
Screening COc1cccc(C(C(=O)NC2CCCC2)N(CC2CCCO2)C(=O)Cc2cccs2)c1 (stereo not given) returned NR2E3 ag-1 2, hiPSC survival 2.1, NR2E3 ag-2 -28, HIF-2a inh 12, Peg3 promoter 1, H9c2 protect 7, Shn3 3UTR inh 16, PDI turbidity 3, TRPM1 prom inh 1, CaV13 FRET inh 12 and m5-HT2A agonist -1.
Cc1nnsc1C(=O)N/N=C/c1cccc(C(F)(F)F)c1 was read as NR2E3 ag-1 -1, hiPSC survival -0.5, NR2E3 ag-2 -16, HIF-2a inh -14, Peg3 promoter -3, H9c2 protect -3, Shn3 3UTR inh -64, PDI turbidity 0, TRPM1 prom inh -13, CaV13 FRET inh -2 and m5-HT2A agonist 0.
Screening CC(=O)CCc1c(C)nc2ccc(C(=O)O)cc2c1Cl returned NR2E3 ag-1 -7, hiPSC survival 1.0, NR2E3 ag-2 -15, HIF-2a inh 9, Peg3 promoter 20, H9c2 protect 4, Shn3 3UTR inh 12, PDI turbidity -35, TRPM1 prom inh -4, CaV13 FRET inh -5 and m5-HT2A agonist 5.
Screening COc1ccc(C(=O)NCC(O)CN2CCOCC2)cc1[N+](=O)[O-] (stereo not given) returned NR2E3 ag-1 -2, hiPSC survival -0.7, NR2E3 ag-2 -12, HIF-2a inh 17, Peg3 promoter 7, H9c2 protect -3, Shn3 3UTR inh 13, PDI turbidity 0, TRPM1 prom inh -6, CaV13 FRET inh -2 and m5-HT2A agonist -5.
`COc1ccc(C(=O)Nc2cccc(NC(=O)c3ccc(OC)c(OC)c3)n2)cc1OC` gave NR2E3 ag-1 -2, hiPSC survival -0.8, NR2E3 ag-2 -30, HIF-2a inh -85, Peg3 promoter 14, H9c2 protect 54*, Shn3 3UTR inh 42, PDI turbidity 4, TRPM1 prom inh -21, CaV13 FRET inh -20 and m5-HT2A agonist 14.
Screening O=C1CC(C(=O)O)c2ccccc2N1 (stereo not given) returned NR2E3 ag-1 2, hiPSC survival 4.4, NR2E3 ag-2 13, HIF-2a inh 15, Peg3 promoter 8, H9c2 protect -3, Shn3 3UTR inh -18, PDI turbidity 3, TRPM1 prom inh 8, CaV13 FRET inh -5 and m5-HT2A agonist -1.
Cc1ccc(C2CC(c3ccc(C)cc3)n3nc(N)nc3N2)cc1 (stereo not given) was read as NR2E3 ag-1 0, hiPSC survival -2.0, NR2E3 ag-2 -15, HIF-2a inh -16, Peg3 promoter -13, H9c2 protect -14, Shn3 3UTR inh 2, TRPM1 prom inh -10, CaV13 FRET inh -3 and m5-HT2A agonist 1.
Screening O=C(Cc1ccc(Cl)cc1)Nc1ccc(SC(F)F)cc1 returned NR2E3 ag-1 0, hiPSC survival -0.7, NR2E3 ag-2 -125, HIF-2a inh -257, Peg3 promoter -129, H9c2 protect -16, Shn3 3UTR inh -17, PDI turbidity 3, TRPM1 prom inh -81, CaV13 FRET inh -5 and m5-HT2A agonist -6.
For CCC12CN3CC(CC)(CN(C1)C3c1ccc(OC(C)C)cc1)C2=O (stereo not given) the results were NR2E3 ag-1 -1, hiPSC survival -1.9, NR2E3 ag-2 -8, HIF-2a inh 13, Peg3 promoter 15, H9c2 protect 2, Shn3 3UTR inh 4, PDI turbidity -3, TRPM1 prom inh 2, CaV13 FRET inh -5 and m5-HT2A agonist 3.
For Cc1ccc2oc(-c3ccc(NC(=O)c4ccncc4)cc3O)nc2c1 the results were NR2E3 ag-1 2, hiPSC survival 1.3, NR2E3 ag-2 -89, HIF-2a inh -173, Peg3 promoter -194, H9c2 protect 0, Shn3 3UTR inh -26, PDI turbidity 0, TRPM1 prom inh -23, CaV13 FRET inh -5 and m5-HT2A agonist 0.
Screening C[C@@H]1CN([C@H](C)CO)C(=O)CCCn2nncc2CO[C@@H]1CN(C)S(=O)(=O)c1ccc2ccccc2c1 returned hiPSC survival -1.2, NR2E3 ag-2 8, HIF-2a inh -7, Peg3 promoter -6, H9c2 protect 1, Shn3 3UTR inh 1, PDI turbidity 10, CaV13 FRET inh -6 and m5-HT2A agonist 4.
For CC(=O)c1ccc(N2CCN(C(=S)Nc3ccccc3)CC2)cc1 the results were NR2E3 ag-1 1, hiPSC survival -1.9, NR2E3 ag-2 -9, HIF-2a inh 1, Peg3 promoter 24, H9c2 protect 1, Shn3 3UTR inh 15, PDI turbidity 6, TRPM1 prom inh -4 and m5-HT2A agonist 11.
O=C(N/N=C\c1ccccc1)c1ccccc1-n1cccc1 was read as NR2E3 ag-1 3, hiPSC survival 0.6, NR2E3 ag-2 -3, HIF-2a inh -8, Peg3 promoter -3, H9c2 protect 0, Shn3 3UTR inh -15, PDI turbidity -2, TRPM1 prom inh 11, CaV13 FRET inh 0 and m5-HT2A agonist 1.
Screening COc1cc(C2N(c3ccc(Cl)cc3)C(=O)C3CCCN32)cc(OC)c1OC (stereo not given) returned NR2E3 ag-1 -1, hiPSC survival -0.2, NR2E3 ag-2 -13, HIF-2a inh -1, Peg3 promoter 4, H9c2 protect 13, Shn3 3UTR inh -17, TRPM1 prom inh 7, CaV13 FRET inh -1 and m5-HT2A agonist 5.
For COc1ccccc1N1CCN(C(=O)c2cc(C3CC3)on2)CC1 the results were NR2E3 ag-1 -1, hiPSC survival 0.2, NR2E3 ag-2 -2, HIF-2a inh -2, Peg3 promoter -10, H9c2 protect 11, Shn3 3UTR inh -10, PDI turbidity -25, TRPM1 prom inh 1, CaV13 FRET inh -7 and m5-HT2A agonist -1.
`O=C(C1CCCO1)N1CCN(c2c3c(nc4cc(-c5ccc(F)cc5)nn24)CCC3)CC1` (stereo not given) gave NR2E3 ag-1 5, hiPSC survival -2.3, NR2E3 ag-2 -6, HIF-2a inh -83, Peg3 promoter -57, H9c2 protect 12, Shn3 3UTR inh 2, PDI turbidity -2, TRPM1 prom inh 10, CaV13 FRET inh -8 and m5-HT2A agonist 3.
`Cc1ccccc1-c1nc(CN2CCC(C(=O)NCCCN3CCOCC3)CC2)c(C)o1` gave NR2E3 ag-1 -2, hiPSC survival -2.6, NR2E3 ag-2 -9, HIF-2a inh 18, Peg3 promoter -1, H9c2 protect 6, Shn3 3UTR inh -33, PDI turbidity 1, TRPM1 prom inh -12, CaV13 FRET inh -6 and m5-HT2A agonist -2.
Screening CC(C)COc1ccc2[nH]c3c(c2c1)CCCC3=O returned NR2E3 ag-1 2, hiPSC survival -4.3, NR2E3 ag-2 -7, HIF-2a inh -6, Peg3 promoter 1, H9c2 protect -3, Shn3 3UTR inh -20, PDI turbidity 0, TRPM1 prom inh 26 and m5-HT2A agonist -1.
For COc1ccc(/C(C)=N/NC(=S)NCc2ccco2)cc1 the results were NR2E3 ag-1 -1, hiPSC survival -0.5, NR2E3 ag-2 48, HIF-2a inh -5, Peg3 promoter -13, H9c2 protect -9, Shn3 3UTR inh 2, PDI turbidity -5, TRPM1 prom inh 2, CaV13 FRET inh -14 and m5-HT2A agonist 0.
CCCn1c(CN2CCN(C(=O)OCC)CC2)nc2cc(NC(=O)CC)ccc21 was read as NR2E3 ag-1 -1, hiPSC survival 0.0, NR2E3 ag-2 -64, HIF-2a inh 15, Peg3 promoter 9, H9c2 protect 2, Shn3 3UTR inh 15, PDI turbidity 0, TRPM1 prom inh 15, CaV13 FRET inh -13 and m5-HT2A agonist 6.
Cc1ccccc1C(=O)N(C)[C@H]1C[C@H]2c3[nH]c4ccccc4c3CCN2C(=O)[C@H]1[C@H](C)O was read as hiPSC survival 3.1, NR2E3 ag-2 9, HIF-2a inh -37, Peg3 promoter -6, H9c2 protect 9, Shn3 3UTR inh -3, PDI turbidity -3, CaV13 FRET inh -2 and m5-HT2A agonist 7.
`CCc1ccc(NC(=O)CCc2nc3sc4c(c3c(=O)[nH]2)CCCC4)cc1` gave NR2E3 ag-1 -2, hiPSC survival 0.9, NR2E3 ag-2 -1, HIF-2a inh -14, Peg3 promoter 20, H9c2 protect 5, Shn3 3UTR inh -10, PDI turbidity -8, TRPM1 prom inh 0, CaV13 FRET inh -6 and m5-HT2A agonist 1.
